# KOR beta-arrestin-1 = KOR agonists, beta-arrestin recruitment, primary screen, cell-based, luminescence, uHTS (AID 1777); activation, % at 10 µM; hits with a dose series show EC50 in µM; 0.02% of 280,000 active; KOR beta-arrestin recruitment, luminescence; higher % means a stronger effect; in the data active = activation above about 50%, passing the limit was not always enough; also: a part of the inactive calls stands beside numbers as strong as those of hits
# KOR beta-arrestin-2 = KOR antagonists, beta-arrestin recruitment, cell-based, luminescence, uHTS (AID 1778); inhibition, % at 10 µM; hits with a dose series show IC50 in µM; 0.091% of 290,000 active; KOR beta-arrestin recruitment, luminescence, antagonist mode; higher % means a stronger effect; in the data active = inhibition above about 50%; also: strong numbers were not always called active
# HIV fusion peptide = inhibitors of HIV fusion peptide binding, primary screen, biochemical, uHTS, fluorescence dequenching (AID 1986). cell-free peptide binding, fluorescence dequenching, 30 min; higher % means a stronger effect. inhibition, % at 20 µM; hits with a dose series show IC50 in µM. 0.3% of 290,000 active; in the data active = inhibition mostly above about 52%, no sharp cut-off; inactive = mostly below about 76%; also: some results filed as inactive read as strong as hits
# AID2073 = inhibitors of Mint1-CaV2.2 protein interaction, biochemical, HTRF (AID 2073). inhibition, % at 20 µM; hits with a dose series show IC50 in µM. HTRF protein-protein interaction, Mint1-CaV2.2; higher % means a stronger effect. 0.19% of 290,000 active; in the data active = inhibition mostly above about 51%, no sharp cut-off; inconclusive = no clear call, values can overlap the other calls; inactive = mostly below about 53%; also: some results filed as inactive read as strong as hits
# GPR55 LPI antagonism = GPR55 antagonists blocking LPI-driven arrestin recruitment, primary screen, imaging, U2OS, beta-arrestin-GFP, LPI agonist (AID 2013). U2OS GPR55 beta-arrestin-GFP translocation imaging, LPI antagonism; higher % means a stronger effect. inhibition, % at 10 µM, or IC50 in µM where a hit was titrated. 0.13% of 290,000 active;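 active = spots per cell inhibited over 60%, with over 100 cells counted and total cytoplasm intensity under 500,000; inconclusive = wells with under 100 cells, flagged as likely toxic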;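 also: U2OS cells stably carrying GPR55 and arrestin-GFP stimulated by 5 µM LPI near EC80; imaged beta-arrestin-GFP aggregate spots per cell after agonist stimulation; plate controls were LPI-stimulated DMSO wells for no effect and DMSO wells without LPI for full effect; some results filed as inactive read as strong as hits; confirmed hits need IC50 under 10 µM and bright autofluorescent wells are also inconclusive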
# GPR35 antagonists = GPR35 antagonists blocking zaprinast-driven arrestin recruitment, primary screen, imaging, U2OS, beta-arrestin-GFP, zaprinast agonist (AID 2058). U2OS GPR35 beta-arrestin-GFP translocation imaging, zaprinast antagonism; higher % means a stronger effect. inhibition, % at 10 µM, or IC50 in µM where a hit was titrated. 0.052% of 290,000 active;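 active = inhibition of at least 50% with at least 30 cells and total cytoplasm GFP at most 10,000,000; inconclusive = under 30 cells or total GFP of 10,000,000 plus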
# NOD1 NF-kB reporter = NOD1 signaling inhibitors, primary screen, cell-based, luminescence, uHTS (AID 1578); NOD1-driven NF-kB luciferase reporter cells, luminescence; higher % means a stronger effect; inhibition, % at 4 µM; hits with a dose series show EC50 in µM; 1% of 290,000 active; in the data active = inhibition mostly above about 36%, no sharp cut-off; inactive = mostly below about 34%;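 also: HEK-293T reporter cells stimulated with the NOD1 agonist gamma-tri-DAP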
# GPR55 beta-arrestin = GPR55 agonists via beta-arrestin recruitment, primary screen, imaging, U2OS cells, beta-arrestin-GFP redistribution (AID 1961); 0.048% of 290,000 active; U2OS GPR55 beta-arrestin-GFP redistribution imaging; higher % means a stronger effect; activation, % at 10 µM, or EC50 in µM where a hit was titrated;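 active = activation above 40% with more than 50 cells counted in the well; inconclusive = wells holding fewer than 50 cells, flagged as toxic or sparse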;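 also: U2OS osteosarcoma cells stably expressing GPR55 and beta-arrestin-GFP; plate controls were DMSO negative control for no effect and LPI positive control for full effect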
# SIAH1 antagonists = blockers of Siah-1 interaction with plectin peptide – biochemical, fluorescence polarization, rhodamine-plectin, uHTS, primary screen (AID 1817); displacement, % at 20 µM; hits with a dose series show IC50 in µM; 0.02% of 290,000 active; Siah-1 / rhodamine-plectin peptide fluorescence polarization; higher % means a stronger effect;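 active = displacement of at least 50% at 20 µM, with a fluorescence ratio check between 0.3 and a set limit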;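 also: plate controls were Siah plus tracer with DMSO for no effect and tracer alone without Siah for full effect; strong numbers were not always called active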
# * hit, by the source's call; ? = inconclusive; · = no result given; [ ] = another dose, or the depositor's remark. Not all compounds are listed; the hit share may differ from the screen's.
compound | KOR beta-arrestin-1 | GPR35 antagonists | HIV fusion peptide | GPR55 beta-arrestin | AID2073 | GPR55 LPI antagonism | SIAH1 antagonists | KOR beta-arrestin-2 | NOD1 NF-kB reporter
COC(=O)C(NC=O)C(O)(Cc1ccccc1)C(F)(F)F (configuration not stated) | -1.8% | 4% | -0.3% | -0.3% | -5% | -4% | -2% | 10% | -14%
CN(C)CCOC(=O)c1cccc(Br)c1 | -1.0% | 6% | 0.4% | -0.1% | -1% | 0% | -1% | 14% | 11%
O=C(c1ccccc1)n1c(=O)c(F)cn(COCCBr)c1=O | 0.4% | 14% | -0.1% | 0.0% | -6% | · | -3% | -5% | 0%
COc1ccccc1C(=O)Nc1nnc(-c2ccc3c(c2)CCCC3)o1 | -6.0% | -1% | -0.9% | -0.1% | -6% | 10% | 1% | -19% | 7%
Cc1oc(-c2ccccc2)cc1C(=O)Nc1cccc(/C=C/C(=O)O)c1 | · | 3% | 34% | -0.1% | 3% | 11% | 8% | -19%[20 µM] | -38%
O=C(NC1CSCC1OC(=O)c1ccccc1)c1ccccc1 (configuration not stated) | 0.9% | -8% | 0.7% | 0.0% | -6% | 8% | -3% | 10% | 0%
CCC(=O)NC1CCN(C(=S)NC)CC1 | · | 6% | -2.1% | 0.1% | 15% | 9% | 10% | -28%[20 µM] | -18%
COc1ccccc1CNC(=O)CCCn1nc(C)n2ccnc2c1=O | -2.2% | 3% | 0.4% | 0.8% | 3% | 7% | 12% | -38%[20 µM] | -27%
O=C(/C=C/c1ccc(Cl)cc1)NCc1ccco1 | 6.7% | 13% | 1.4% | 0.2% | -1% | 2% | -6% | -12% | -74%
CCOc1ccc(NC(=O)CC2C(=O)N(C)C(=S)N2CCCc2ccccc2)cc1 (configuration not stated) | 14% | -1% | 8.9% | -0.3% | -6% | 17% | 15% | -16% | -12%
CC1CCC(NC(=O)Nc2cccs2)CC1 (configuration not stated) | -6.1% | 3% | -1.8% | -0.2% | -17% | 7% | 2% | -7% | -53%
O=C(c1cc(F)c(F)cc1Cl)N1CCCc2ccccc21 | 4.4% | 6% | -0.7% | 0.2% | 12% | -6% | -3% | -14% | -20%
Cc1cc(C(=O)COC(=O)c2ccc[nH]c2=O)c(C)n1C1CC1 | 1.3% | -4% | 2.7% | -0.3% | 4% | 2% | 9% | -13% | -9%
CN(C(=O)/C=C/c1ccc([N+](=O)[O-])s1)c1ccccc1 | -0.5% | 2% | -1.5% | -0.4% | -9% | -3% | -5% | -14% | ·
COc1ccc(S(=O)(=O)N/N=C(/C)c2ccncc2)cc1OC | 12% | 20% | -2.1% | 0.3% | -28% | 14% | -1% | 1% | 1%
CCOC(=O)c1cccc(NC(=O)Cn2cc3c(n2)CCC(C)C3)c1 (configuration not stated) | -1.8% | -14% | -0.2% | -0.1% | -2% | 7% | -1% | -4% | -25%
Cc1cc(NC(=O)CC(C)C)c(=O)n(Cc2cccc(F)c2)c1 | -4.1% | 8% | -1.3% | -0.1% | 1% | 11% | -6% | 7%[20 µM] | -18%
CCOC(=O)CN(C(=O)COc1nc(C)cc(C)c1C#N)c1cccc(Cl)c1 | 0.2% | -10% | -0.5% | -0.2% | ? | 1% | 0% | -2% | -5%
CCc1cc(=O)oc2cc(OCC(=O)N3CCC(C(N)=O)CC3)ccc12 | -3.2% | 1% | -1.6% | -0.1% | 9% | -4% | 3% | -28%[20 µM] | -25%
Cc1ccc(O)c(C(=O)c2cnc3c(c2)COc2ccccc2-3)c1 | 6.8% | -6% | -0.2% | 6.9% | 12% | 7% | 0% | -20% | 43%
CNC(=S)N1CCC(n2cnc3ccccc32)CC1 | 0.8% | 9% | -0.5% | -0.1% | 25% | -2% | -3% | -35% | -28%
CCOC(=O)C1(Cc2cccc(OC)c2)CCCN(Cc2cnn(C)c2)C1 (configuration not stated) | 1.3% | -8% | 0.0% | -0.2% | -2% | -2% | -6% | -32% | -10%
CCOC(=O)c1cc(CC)sc1NC(=O)CC1SC(N)=NC1=O (configuration not stated) | 0.5% | -22% | 0.7% | -0.3% | 5% | -5% | 4% | 7% | -24%
O=c1[nH]nc(SCc2ccccc2)c(=O)[nH]1 | -1.4% | 1% | 1.1% | 0.2% | 2% | -1% | 9% | 19% | -4%
O=C(O)C(Oc1ccc2c3c(c(=O)oc2c1)CCC3)c1ccccc1 (configuration not stated) | 0.5% | 7% | 2.0% | 0.2% | 1% | 6% | 2% | -31% | 0%
COc1cc(S(=O)(=O)N2CCN(c3ccccc3F)CC2)c(OC)cc1Cl | -3.2% | -14% | -1.4% | 0.2% | -2% | 13% | 2% | -20% | -16%
Nc1nnnn1/N=C/c1cccc(Oc2ccccc2)c1 | -4.5% | -3% | -2.2% | -0.1% | 8% | 13% | 4% | 5% | -29%
O=[N+]([O-])c1ccc(N2N=C(c3ccco3)CC2c2ccccc2)cc1 (configuration not stated) | 6.6% | 13% | 54% | 0.1% | 34% | 16% | -3% | 6% | 14%
O=C(Nc1ncn[nH]1)c1cc(S(=O)(=O)Nc2ccc(Cl)cc2)ccc1Cl | -1.1% | -4% | 3.1% | -0.4% | 5% | 3% | -4% | · | -2%
CCC(=O)NC(=S)Nc1ccccc1C(=O)NC1CCCCC1 | -5.1% | 4% | -0.3% | 0.2% | -4% | 8% | -4% | 19% | -11%
O=c1[nH]c2cc3c(cc2cc1CN(CCCO)C(=S)NCc1ccco1)OCO3 | 0.5% | 2% | -1.7% | 0.2% | -5% | -11% | -4% | -24%[20 µM] | 3%
CCNS(=O)(=O)c1ccc(CCC(N)=O)cc1 | -1.6% | 9% | -0.9% | 0.6% | -4% | 8% | 7% | -20%[20 µM] | -10%
O=C1CCC([N+](=O)[O-])C(c2ccc(F)c(Br)c2)N1 (configuration not stated) | -1.4% | -7% | 2.5% | -0.1% | 11% | 17% | 11% | -29% | -6%
Cc1cccc(NC(=O)C(c2cccc([N+](=O)[O-])c2)N2CCCCC2)c1 (configuration not stated) | 3.5% | 16% | -0.6% | -0.1% | -5% | 15% | -2% | -5% | -1%
Cc1cccc(Cn2cnc3c(nnn3Cc3ccc(F)cc3)c2=O)c1 | -0.9% | -6% | -0.3% | -0.1% | 1% | 17% | 1% | 4% | 7%
COc1ccc(OC2CCN(C(=O)Nc3ccc(C)cc3)CC2)cc1 | -1.8% | -19% | 0.0% | 0.5% | 8% | 4% | 1% | -19% | -13%
Cc1ccc2nc(NC3=NCN(CCc4ccccc4)CN3)nc(C)c2c1 | 3.8% | -12% | 1.1% | -0.3% | -5% | 12% | 0% | -10% | 16%
Nc1ccc2c(c1)Nc1ccccc1CC2 | 9.0% | 9% | 0.5% | -0.1% | 7% | 11% | -7% | -41%[20 µM] | -31%
O=C(CCCCCN1C(=O)[C@@H]2Cc3ccccc3CN2C1=O)N[C@@H](Cc1ccc(O)cc1)C(=O)O | 3.1% | 9% | -0.1% | 0.2% | 10% | 5% | -2% | 2%[20 µM] | -5%
COc1cccc(NC2C=CS(=O)(=O)C2)c1 (configuration not stated) | -4.3% | 8% | -0.9% | -0.1% | 0% | 8% | -9% | 21% | -15%
CN1C2C=C(N(CCc3ccccc3)C(=O)c3ccc(Cl)cc3)CC1CC2 (configuration not stated) | 0.2% | -6% | -0.4% | 0.2% | 2% | -4% | 11% | 22% | -20%
O=C(CC1Oc2ccccc2NC1=O)NCCCN1CCN(Cc2ccccc2)CC1 (configuration not stated) | -0.4% | 18% | -1.0% | 0.3% | -7% | 2% | -3% | · | -13%
Cc1ccc(OCCn2c(C)c(/C=N/n3cnnc3)c3ccccc32)cc1 | -0.4% | -15% | -1.1% | 0.0% | 9% | 6% | 2% | 17% | -16%
OCCN(Cc1ccccc1)Cc1ccc(F)c(F)c1 | -3.5% | 3% | 0.7% | -0.1% | 5% | -26% | 3% | 42% | 1%
COc1ccc(N2CCN(C(=O)CSc3nnc(NC(=O)C4CC4)s3)CC2)cc1 | · | 10% | -1.3% | 0.2% | -12% | 0% | 10% | -15%[20 µM] | -30%
Cc1ccnc(N/C=C(/NC(=O)c2ccccc2)C(=O)NN)n1 | 4.3% | -6% | -3.2% | 0.0% | -6% | -3% | -4% | -20% | 4%
O=C(COc1ccc(Cl)cc1Cl)NCCCn1ccnc1 | 1.5% | 12% | 6.4% | -0.1% | 9% | 1% | -1% | -27% | -18%
O=C(N/N=C\c1ccccc1)c1ccccc1-n1cccc1 | 1.1% | 0% | 0.0% | -0.2% | 7% | 14% | 9% | -18% | -34%
COc1ccc(N2C(=O)c3ccccc3NC2(C)C)cc1 | -4.5% | 0% | 1.6% | 0.1% | 19% | 3% | 7% | 2% | -42%
CC(C)CCN1CN(S(=O)(=O)c2cccs2)c2nc3ccccc3nc21 | 3.3% | -5% | 2.3% | -0.1% | 1% | 4% | -2% | -5% | -5%
COc1ccc(CCN(C)C2CCCN(C(=O)Cn3cccn3)C2)cc1OC (configuration not stated) | 0.8% | 6% | 0.3% | -0.1% | 12% | -19% | -3% | -46% | 28%
O=C(Cn1cc(C(=O)C2CC2)c2ccccc21)NCc1ccccc1 | -7.6% | -2% | 0.8% | -0.1% | -4% | -2% | 1% | -7% | -46%
CCS(=O)(=O)c1ccc(O)c(NC(=O)CCCC(=O)O)c1 | 5.0% | 3% | -1.8% | 0.3% | 23% | 2% | 0% | -10% | -6%
CC(C)N(C(=O)N1CCN(c2ccnc3cc(Cl)ccc23)CC1)C(C)C | -0.4% | -12% | 0.6% | 0.5% | 4% | 0% | 2% | 5% | 3%
COC(=O)c1sc(-c2ccccc2)cc1NC(=O)c1cc(OC)cc(OC)c1 | 5.3% | 10% | -0.2% | -0.2% | 41% | -5% | 0% | -12% | -25%
CN(C)CCCNC(=S)Nc1ccc(-c2ccccc2)cc1 | 4.5% | 2% | 0.4% | 0.2% | -8% | 15% | -2% | -9% | -2%
COCC(=O)Nc1cc(C(=O)NCCc2ccccc2)ccc1Cl | -3.3% | 22% | -4.1% | -0.1% | -5% | 11% | -10% | -9% | 0%
O=S(=O)(Nc1cc(Cl)ccc1N1CCCCC1)c1cccs1 | 0.5% | -3% | 3.0% | -0.1% | -9% | 11% | 4% | 9% | -11%
COc1ccc(OC)c(CNS(=O)(=O)c2cc(-c3cc(C)no3)ccc2OC)c1 | -4.3% | -4% | -1.3% | 0.3% | 13% | -8% | 2% | 7% | -13%

# Individual results from the results shown.
# GPR35 antagonists, O=C(c1ccccc1)n1c(=O)c(F)cn(COCCBr)c1=O → 14%
# SIAH1 antagonists, COc1ccc(N2CCN(C(=O)CSc3nnc(NC(=O)C4CC4)s3)CC2)cc1 → 10%

# Assay outcomes (PubChem BioAssay)
